All columns: NCI-60 one-dose screen, growth in % after 48 h at 10 µM unless noted; 100 = growth as untreated, 0 = no growth, -100 = all killed.
SK-MEL-28: SK-MEL-28 melanoma; 81,000 compounds, 4.1% hits; AID 1794761
SK-MEL-5: SK-MEL-5 melanoma. 80,000 compounds, 6.4% hits
T-47D: T-47D breast cancer. 79,000 compounds, 5% hits. AID 1794792
LOX IMVI: LOX IMVI melanoma | 79,000 compounds, 7.4% hits | AID 1794757
UACC-257: UACC-257 melanoma | 78,000 compounds, 4.4% hits | AID 1794764
SK-MEL-2: SK-MEL-2 melanoma. 77,000 compounds, 4.7% hits
HS 578T: HS 578T breast cancer | AID 1794788 | 78,000 compounds, 4.1% hits
MALME-3M: MALME-3M melanoma. 78,000 compounds, 5.8% hits
Active calls of the source: *; x = not tested or not shown. Rule for the calls: active = growth percent below 10; inactive = the rest.

structure	SK-MEL-28	SK-MEL-5	T-47D	LOX IMVI	UACC-257	SK-MEL-2	HS 578T	MALME-3M
CCOC(=O)c1c(NC(=O)c2cccc(C(F)(F)F)c2)sc2c1CCC(OCC)=C2	100	87	69	85	97	96	99	71
O=[N+]([O-])c1ccccc1CSc1ncnc2nc[nH]c12	109	103	104	98	93	141	112	110
Cc1ccsc1[C@@H]1C[C@H](O)Cc2ccc3ccccc3c2N1	116	92	96	94	103	x	102	x
Cc1ccc2nc(Nc3nc(C)cc(C)n3)[nH]c2c1	107	95	90	x	107	110	89	97
O=C(Oc1ccccc1Cl)c1ccccc1	177	108	105	93	109	112	125	114
CS(=O)(=O)Nc1ccc(C(=O)NC(C(=O)NO)c2ccc(C3CCCCC3)cc2)cc1 (stereo not given)	96	93	79	78	101	108	100	92
O=C(N/N=C\c1cc([N+](=O)[O-])ccc1O)C(=O)N/N=C\c1cc([N+](=O)[O-])ccc1O	103	105	89	67	106	104	x	88
Nc1cccc(N)n1	117	105	94	94	89	99	106	114
O=C(O)CCCCNC(=O)c1nc(-c2ccccc2)n(-c2ccc([N+](=O)[O-])cc2)n1	112	100	109	106	114	108	101	104
COc1ccc(NC(=O)Cc2nc3nc4sc(C)c(C)c4c(=O)n3[nH]2)cc1	115	87	96	90	101	103	107	89
CCCC(=O)c1ccco1	109	112	132	97	94	92	115	103
CC(C)(C)c1ccc(S(=O)(=O)O)s1	112	109	98	102	117	x	89	x
CCN(CC)CCSc1c2ccc(Cl)cc2nc2ccc(OC)cc12	113	103	-40*	37	x	100	108	101
O=C(C(=O)N1CCOCC1)c1cn(C/C=C/c2ccccc2)c2ccccc12	109	89	98	97	94	96	93	x
CC(=O)OCC(C)O (stereo not given)	104	109	103	97	88	105	110	97
CC1=C2C3OC(=O)C(C)C3CCC2(C)C=C(Cl)C1=O (stereo not given)	104	92	88	96	105	118	102	108
COc1ccc(C(=O)c2cc(C(=O)/C=C/c3c(Cl)cccc3Cl)c3cc(C)ccn23)cc1	108	x	92	x	102	101	96	97
Cc1cn(C(=O)/C(Cl)=C(/Cl)C(=O)O)c2ccccc12	112	104	101	94	111	105	98	x
O=C(Nc1ccc(OCc2cccc(F)c2)c(Cl)c1)c1cccnc1	95	75	60	69	98	89	82	92
C=C1CCC2C(C)(COC(C)=O)C(OC(C)=O)CCC2(C)C1/C=C/C1=CCOC1=O (stereo not given)	119	93	97	89	75	89	102	85

Next part
structure	SK-MEL-28	SK-MEL-5	T-47D	LOX IMVI	UACC-257	SK-MEL-2	HS 578T	MALME-3M
Cc1cc(O)cc2c1[C@H]1CC[C@]3(C)C(=O)CC[C@H]3[C@@H]1C=C2	115	92	99	85	92	x	97	x
Cn1cc2c(c1)-c1nc(N)ncc1CC2	115	110	104	102	124	114	112	151
N=C1c2nc3n(c2C(=O)c2c1nc1n2CCCC1)CCCC3	111	94	100	92	102	106	112	72
Cc1ncc(CCO)c(CO)c1O	117	105	122	97	87	93	112	92
COc1cc2c(cc1OC)-c1c(OC)c(OC)cc3c1C(C2)OCC3 (stereo not given)	98	92	24	70	92	99	81	67
COC[C@@H](CC(C)C)N=C1N/C(=C\c2ccc3ncsc3c2)C(=O)N1C	-1.7*	-57*	-7.7*	-51*	6.7*	-82*	15	7.5*
CSc1cccc(NC(=O)Nc2nc3c(C)cccc3s2)c1	112	96	95	97	99	99	88	93
Oc1ccc(-c2nnc(SCc3ccc(O)c4ncccc34)o2)cc1	23	-17*	11	7.9*	1.5*	17	-0.3*	19
S=C(Nc1cccc2ccccc12)NN1CCCCCC1	121	100	84	100	98	115	115	x
O=C(Cn1nc(-c2ccccc2)cc(Cc2ccc(F)cc2)c1=O)c1ccccc1	98	90	72	91	79	83	95	89
CC(=O)O[C@H]1CC[C@]2(C)[C@H]3CC=C4[C@@H]5[C@@H](C)[C@H](C)CC[C@]5(C(=O)NC(COC(=O)C(Cl)Cl)(COC(=O)C(Cl)Cl)COC(=O)C(Cl)Cl)CC[C@@]4(C)[C@]3(C)CC[C@H]2C1(C)C	77	30	55	51	29	66	86	60
COc1ccc(/C=C/C(=O)c2ccc(Nc3nc(Nc4ccc(F)cc4)nc(Nc4ccc(Cl)cc4)n3)cc2)cc1	110	84	67	102	107	55	101	164
CN(C)CCOc1ccc(C(=O)C(=O)N2CCOCC2)cc1	109	113	107	100	97	100	x	110
CCCCCCNC(=O)Nc1ccc2cc3ccc(NC(=O)NCCCCCC)cc3nc2c1	-65*	3.4*	-25*	-80*	73	11	-54*	-36*
CCOCCOC(=O)c1ccccc1C(=O)c1ccccc1	106	101	95	99	103	113	108	102
O=C(c1ccccc1)c1cccc([N+](=O)[O-])c1	121	106	105	101	110	109	97	157
Oc1ccc(-c2ncc(-c3cccnc3)o2)cc1	97	96	92	104	103	112	87	101
O=C1CCCC2=C1C(c1ccc3c(c1)OCCO3)n1ncnc1N2 (stereo not given)	113	x	86	111	103	99	110	104
Cc1nc(Nc2ccc(NC(=O)Nc3ccccc3)cc2)c2ccccc2n1	116	96	96	110	107	107	106	108
Cc1ccc(N(CC(=O)O)S(=O)(=O)c2ccccc2)c(C)c1Cc1cccc(Br)c1	120	94	115	93	117	108	119	145

Record cards, from the list above. Screens in order: SK-MEL-28, SK-MEL-5, T-47D, LOX IMVI, UACC-257, SK-MEL-2, HS 578T, MALME-3M
Shown for COc1cc2c(cc1OC)-c1c(OC)c(OC)cc3c1C(C2)OCC3 (stereo not given) = 98, 92, 24, 70, 92, 99, 81, 67
Shown for O=C(Cn1nc(-c2ccccc2)cc(Cc2ccc(F)cc2)c1=O)c1ccccc1 = 98, 90, 72, 91, 79, 83, 95, 89
Shown for N=C1c2nc3n(c2C(=O)c2c1nc1n2CCCC1)CCCC3 = 111, 94, 100, 92, 102, 106, 112, 72
Shown for O=C(c1ccccc1)c1cccc([N+](=O)[O-])c1 = 121, 106, 105, 101, 110, 109, 97, 157

(next part)
structure	SK-MEL-28	SK-MEL-5	T-47D	LOX IMVI	UACC-257	SK-MEL-2	HS 578T	MALME-3M
COc1cc2cc(Oc3ccc(NC(=O)c4ccc(Cl)c(C(F)(F)F)c4)cc3)c(C)nc2cc1OC	67	26	83	33	37	31	42	37
O=C1/C(=C/c2ccc(O)cc2)CSc2ccc(Cl)cc21	107	81	65	49	100	98	71	111
N#C/C(=C\c1ccc[nH]1)c1cc(-c2ccc(Cl)cc2)nn1-c1ccccc1	63	60	12	50	x	x	97	88
CC(=O)c1ccc(NC(=O)CS(=O)(=O)c2ccc(C)cc2)cc1	109	98	96	97	106	101	101	98
COc1ccc(N=Nc2ccccc2)cc1	94	101	96	96	101	91	122	97
CN(C)Cc1ccc([N+](=O)[O-])cc1	103	93	106	92	98	110	114	123
C=C1CC[C@@H]2[C@]3(C)COC(c4cn[nH]c4-c4cccc(Cl)c4)O[C@@H]3CC[C@@]2(C)[C@@H]1C/C=C1/C(=O)OCC1O (stereo not given in full)	-77*	-80*	-2.7*	-100*	-33*	-24*	27	-51*
CC1=CC(=O)/C(=C/N2CCNC2=S)C(=O)O1	108	113	99	96	105	110	107	105
CCC(C)(C)N	97	100	97	102	107	x	132	x
COc1ccccc1C(=O)Nc1cccc(-c2cc(=O)c3c(OC)c(OC)c(OC)cc3o2)c1	56	25	x	35	61	31	24	65
C=CCOc1ccccc1/C=C1\SC(=S)N(C2CC(=O)N(c3ccc(Cl)cc3)C2=O)C1=O (stereo not given)	100	98	95	79	93	104	98	102
CC1(C)[C@H](CC(=O)O)C[C@@H]1N	112	106	104	95	109	102	98	105
Nc1c(C(=O)Nc2ccccc2)sc2nc3c(cc12)CNCC3	102	88	76	85	101	112	90	91
O=C1CC(c2ccc3c(c2)OCO3)Cc2oc3cc(O)c(O)cc3c21 (stereo not given)	100	96	81	85	95	84	104	101
COc1cc2c(c(OC)c1OC)C(=O)CC(c1cccc(NC(=O)[C@H](CC(C)C)NC(=O)OC(C)(C)C)c1)O2 (stereo not given in full)	102	78	60	88	98	96	104	111
Cn1cc(C2=C(c3coc4ccc(F)cc34)C(=O)N(O)C2=O)c2cc(Br)ccc21	101	75	34	69	91	106	102	88
COc1cc2cc3c(nc2cc1OC)CCN3Cc1ccc(NC(=O)c2ccccc2I)cc1	104	96	85	94	99	94	80	115
O=C1CCC2CN3CCc4c([nH]c5ccccc45)C3CC2C1 (stereo not given)	108	104	105	96	99	93	127	108
O=Cc1cc([N+](=O)[O-])no1	106	96	99	92	94	104	101	109
COc1ccc(CCCC(=O)O)cc1OC	102	106	103	96	88	x	103	101

2 of the compounds above, with values under each structure:
Sequence of screens – SK-MEL-28	SK-MEL-5	T-47D	LOX IMVI	UACC-257	SK-MEL-2	HS 578T	MALME-3M
CC1(C)[C@H](CC(=O)O)C[C@@H]1N
    112	106	104	95	109	102	98	105
Nc1c(C(=O)Nc2ccccc2)sc2nc3c(cc12)CNCC3
    102	88	76	85	101	112	90	91

Molecules from the list above with a furan ring, fused or not, in the order listed:
structure	SK-MEL-28	SK-MEL-5	T-47D	LOX IMVI	UACC-257	SK-MEL-2	HS 578T	MALME-3M
CCCC(=O)c1ccco1	109	112	132	97	94	92	115	103
O=C1CC(c2ccc3c(c2)OCO3)Cc2oc3cc(O)c(O)cc3c21 (stereo not given)	100	96	81	85	95	84	104	101
Cn1cc(C2=C(c3coc4ccc(F)cc34)C(=O)N(O)C2=O)c2cc(Br)ccc21	101	75	34	69	91	106	102	88

(list continues)
structure	SK-MEL-28	SK-MEL-5	T-47D	LOX IMVI	UACC-257	SK-MEL-2	HS 578T	MALME-3M
Cc1cc(C)c(C)c(CN(C)C)c1	112	104	84	96	110	116	114	111
Fc1ccc(Nc2nccc(Nc3ccc4[nH]ncc4c3)n2)cc1	89	34	29	68	74	76	65	97
CC(C)c1ncc(CO)n1Cc1c(Cl)cccc1Cl	120	100	74	104	106	101	104	103
COc1cc2c(cc1OC)C(=O)/C(=C/c1cc(-c3ccc4c(c3)OCO4)n[nH]1)C2	0.6*	48	-4.1*	x	77	81	x	44
COc1ccc(Cn2cc(C(=O)N=Nc3c(O)[nH]c4ccc(Cl)cc34)nn2)cc1	113	97	101	108	113	99	112	95
CCN(CC)Cc1cc(C(C)(C)CC(C)(C)C)cc(C(C)(C)CC(C)(C)C)c1O	112	97	88	100	102	100	108	x
CC(N1CCN(C)CC1)C(O)(c1ccccc1)c1ccccc1 (stereo not given)	109	90	89	95	100	95	96	101
COc1ccc(-c2nc(SCc3cc(=O)oc4cc(C)cc(C)c34)[nH]c(=O)c2C(=O)NC(C)(C)C)cc1	100	97	88	94	91	116	108	110
COC(=N)CCOC(=O)c1ccccc1	114	102	99	93	98	115	100	x
COc1ccc(NC(C)=O)c([N+](=O)[O-])c1[N+](=O)[O-]	116	107	113	101	95	105	x	106
O=C(/C=C(O)/C=C/c1ccc(F)cc1)/C=C/c1ccc(F)cc1	106	99	79	73	103	100	93	91
CC(=O)Nc1ccc(CC[C@H]2CCC/C=C/[C@@H]3C[C@H](O)C[C@H]3[C@H](O)/C=C/C(=O)O2)cc1	6.8*	-89*	7.4*	-65*	-3.8*	-29*	35	-7.4*
COc1ccc(C2C=C(C)N=C3SC(C)=NN32)cc1 (stereo not given)	106	102	100	100	95	110	103	x
COCC(=O)CC(C)=O	107	102	90	97	101	105	109	104
Cc1ccc2[nH]c(O)c(N=NC(=O)Cc3c[nH]c4ccccc34)c2c1	107	x	93	94	101	99	87	91
COC1=CC(=O)OC(C)(c2ccccc2)C1 (stereo not given)	118	108	107	97	103	103	107	x
COc1ccc(OC)c(-c2cc(-c3ccc(Cl)cc3)c(C#N)c(N)n2)c1	103	106	88	96	x	88	102	102
Cc1cc(NC(=O)CSCC(=O)O)no1	108	101	x	103	95	122	78	97
CC1CCC2(CC1)N=C(N)N=C(N)N2c1ccc(S(N)(=O)=O)cc1 (stereo not given)	104	102	111	102	97	120	106	105
O=C(O)c1ccc(-n2cc(CNc3ccc(F)c(F)c3)c(-c3ccc(F)cc3)n2)cc1	111	98	102	94	103	95	97	99

Another view of some results above:
Under each structure: SK-MEL-28, SK-MEL-5, T-47D, LOX IMVI, UACC-257, SK-MEL-2, HS 578T, MALME-3M
- Cc1ccc2[nH]c(O)c(N=NC(=O)Cc3c[nH]c4ccccc34)c2c1
    107, x, 93, 94, 101, 99, 87, 91
- COc1ccc(C2C=C(C)N=C3SC(C)=NN32)cc1 (stereo not given)
    106, 102, 100, 100, 95, 110, 103, x
- O=C(/C=C(O)/C=C/c1ccc(F)cc1)/C=C/c1ccc(F)cc1
    106, 99, 79, 73, 103, 100, 93, 91

(continued)
structure	SK-MEL-28	SK-MEL-5	T-47D	LOX IMVI	UACC-257	SK-MEL-2	HS 578T	MALME-3M
CC(=O)/C(=C/N1CC(=O)NC1=S)C(=O)Nc1ccccc1C	116	102	94	101	102	116	103	102
COc1ccc2ccc(-c3nn(-c4ccc(C(=O)O)cc4)cc3CO)cc2c1	116	100	93	97	81	87	100	110
CNc1sc(S(=O)(=O)NC)nc1S(=O)(=O)c1ccc(C)cc1	102	98	94	96	100	103	103	110
Clc1ccc(-c2cs/c(=N/N=C\c3ccc(Br)cc3)n2/N=C/c2ccc(Br)cc2)cc1	111	102	95	104	91	105	94	111
C=C(C)COc1ccc(C(C)(C)C)cc1	108	104	x	101	83	101	90	116
COc1ccc(-c2nc(-c3nc4cc(Cl)c(Cl)cc4[nH]3)c3ccccn23)cc1	62	48	66	44	64	58	13	18
O=C(COc1cccc(-c2nc3sccn3c2-c2ccccc2)c1)c1ccccc1	97	64	33	88	90	96	93	93
CCSc1nc(Nc2ccc(S(=O)(=O)Nc3ccon3)cc2)c(C#N)c(-c2cccc(Br)c2)n1	103	85	81	94	115	119	105	105
Brc1c(-c2nc(-c3ccccc3)c(-c3ccccc3)[nH]2)sc2ccccc12	94	77	46	86	104	84	84	88
Clc1ccc(CSc2ccc(Cl)cc2)cc1	102	98	x	98	94	92	89	100
Cc1nnc(NS(=O)(=O)c2ccc(N3C(N)=NC(N)=NC34CCCCC4)cc2)s1	98	103	99	100	94	105	100	104
